GSK3B inh = blocks human GSK3beta kinase activity. P49841. AID 2097. GST-GSK3beta kinase, ADP-Glo luminescence, 60 min; hits give low values. activity score (negative = inhibition), % at 10 µM. 300,000 tested, 0.038% active;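 active = more than half of replicate wells score below -50%, meaning over 50% inhibition versus plate controls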;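 note: 0% = median DMSO wells and -100% = median GW8510 positive control wells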
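Assay system: GST-fused GSK3beta enzyme, cell-free / Medium: Tris pH 7.5 buffer with MgCl2, DTT, BSA, heparin / Also added: peptide substrate plus 25 µM ATP (final) / Compound: 10 µM single point / Timing: kinase reaction with compound 60 min at room temperature / Detection: ADP-Glo luminescence / Benchmarks: DMSO neutral wells and GW8510 at 20 µM as positive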
RGS4 act = potentiators or activators of RGS4 | HEK293 M3R/inducible RGS4, carbachol calcium flux Fluo4; hits give low values | B-score at 10 µM | 310,000 tested, 0.92% active | AID 463111;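 active = B-score of the integrated calcium signal more than 4 SD below the library mean, with starting fluorescence not abnormally high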;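 note: negative B-score means reduced calcium response which marks RGS4 activation or potentiation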
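Material: M3R-expressing HEK293 line, RGS4 induced by doxycycline | Schedule: Overnight RGS4 induction, 30 min dye load 37 °C, 20 min compound RT | Measured by: Fluo4 fluorescence kinetic imaging of calcium | Read-out: Integrated calcium ratio converted to B score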
KCNQ1 pot = human KCNQ1 channel potentiation or activation; CHO-K1 KCNQ1, thallium flux FluxOR fluorescence; hits give high values; 310,000 tested, 0.35% active; AID 2648; B-score at 10 µM;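 active = fluorescence ratio B-score, a plate-corrected score, at least three library SD, with initial intensity B-score within 5 SD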
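Medium – assay buffer, equal DMSO in all wells · Material – CHO-K1 cell line with stable KCNQ1 potassium channel expression · Signal – kinetic FluxOR thallium fluorescence, 10-s 1-Hz baseline, 110-s post-stimulus read · Compound – single concentration per compound, DMSO matched to controls · Schedule – 37 °C overnight plating, 90-min dark dye load, 20-min compound pretreatment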
KCNQ1 block = inhibitors of human KCNQ1 potassium channel. CHO-K1 KCNQ1, FluxOR thallium flux fluorescence; hits give high values. 310,000 tested, 1.3% active. B-score at 10 µM. AID 2642. P51787;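 active = compounds whose thallium flux B-score, printed positive for inhibition, exceeds three library SD while starting fluorescence stays within three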;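 note: channel opened by potassium depolarization with thallium stimulus after 20 min compound exposure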
GSK3A inh = blocks human GSK-3 alpha kinase; P49840; ADP-Glo luminescence, 60 min; inhibition, % at 10 µM; 320,000 tested, 0.1% active;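 in the data active = inhibition above about 50%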;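 note: GST-tagged GSK-3 alpha with peptide substrate and 25 µM ATP; 0% = DMSO neutral wells and 100% = GW8510 positive control wells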
Target sequence (P49840 whole entry, looked up): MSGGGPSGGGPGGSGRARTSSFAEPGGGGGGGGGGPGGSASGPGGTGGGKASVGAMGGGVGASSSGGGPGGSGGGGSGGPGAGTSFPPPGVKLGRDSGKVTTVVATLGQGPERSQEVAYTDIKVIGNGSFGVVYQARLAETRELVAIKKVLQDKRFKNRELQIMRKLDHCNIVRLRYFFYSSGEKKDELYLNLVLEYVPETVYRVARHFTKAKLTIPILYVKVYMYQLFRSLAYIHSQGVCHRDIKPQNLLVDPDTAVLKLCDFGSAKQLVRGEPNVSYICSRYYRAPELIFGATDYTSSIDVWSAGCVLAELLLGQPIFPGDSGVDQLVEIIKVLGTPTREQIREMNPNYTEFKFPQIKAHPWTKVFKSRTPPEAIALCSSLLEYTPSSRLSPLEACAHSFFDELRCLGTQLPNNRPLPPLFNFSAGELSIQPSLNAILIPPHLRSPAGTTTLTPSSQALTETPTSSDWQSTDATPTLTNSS
PolyA inh = inhibitors of polyadenylation in S. cerevisiae; S. cerevisiae SKY197-pL101 polyadenylation reporter, beta-gal luminescence; efflux-impaired pdr1/pdr3 knockout yeast; score 100 = 6 SD above DMSO; calls only at 12 µM; 300,000 tested, 0.02% active;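 active = lowest replicate activity score at least 50, where 100 means six control SD above control mean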;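 note: yeast exposed to compound for 9 h at 30 °C; higher score means more reporter readthrough which indicates perturbed polyadenylation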
hERG protect = hERG (human) protection from proarrhythmic block. Q12809. CHO-hERG, FluxOR thallium flux, dofetilide IC70 present. activation (rescue from dofetilide block), less the hit threshold, % at 10 µM. 310,000 tested, 0.51% active. AID 1511;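 active = activation above the mean of controls blocked by dofetilide plus 5 SD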;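 note: thallium influx through hERG after potassium depolarization seen as dye fluorescence rise; in these data hits start at about 4.7%; inactives centre near -7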
KCNK9 block = inhibitors of human KCNK9 two-pore domain potassium channel; Q9NPC2; HEK293 KCNK9, FluxOR thallium flux fluorescence; hits give low values; B-score at 10 µM; 310,000 tested, 1.2% active; AID 488922;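 active = ratio B-score over 3 SD below the library mean, with starting fluorescence within 5 SD of its mean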;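 note: negative B-score means less thallium flux so channel inhibition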
KCNK3 inh = human KCNK3 channel inhibition, primary screen | O14649 | CHO-KCNK3 thallium flux, FluxOR fluorescence; hits give low values | B-score at 10 µM | 340,000 tested, 0.84% active | AID 602410;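 active = B-score under library mean minus 4 SD, starting fluorescence ratio at most library mean plus 5 SD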;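 note: more negative B-score means stronger inhibition of thallium flux through KCNK3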
Target sequence (O14649 whole entry, looked up): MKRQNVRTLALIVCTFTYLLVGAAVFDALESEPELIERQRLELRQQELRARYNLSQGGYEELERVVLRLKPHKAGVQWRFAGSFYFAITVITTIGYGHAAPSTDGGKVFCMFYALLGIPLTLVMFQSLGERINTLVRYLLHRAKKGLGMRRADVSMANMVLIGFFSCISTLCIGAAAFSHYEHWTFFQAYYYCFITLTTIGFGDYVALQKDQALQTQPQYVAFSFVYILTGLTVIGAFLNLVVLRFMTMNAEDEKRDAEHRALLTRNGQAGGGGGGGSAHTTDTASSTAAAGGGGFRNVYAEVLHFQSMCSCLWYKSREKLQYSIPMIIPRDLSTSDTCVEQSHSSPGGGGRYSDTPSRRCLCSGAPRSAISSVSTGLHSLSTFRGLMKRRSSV
Dyrk1A ADPGlo = Dyrk1A (rat) kinase inhibition; Q63470; ADP-Glo luminescence, NFATc1 peptide; inhibition, % at 12.5 µM; 310,000 tested, 0.43% active; in the data active = inhibition above about 50%;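 note: plate controls were vehicle with enzyme for no effect and no enzyme for full effect; many of its hits are not listed in these tables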
RGS4 inh = inhibitors of human RGS4; 310,000 tested, 0.45% active; HEK293 M3R/RGS4 inducible, Fluo-4 calcium flux; hits give high values; triggered by carbachol at its EC20; B-score at 10 µM; AID 463165;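 active = B-score, a plate-corrected calcium signal, over three deviations above library mean, with baseline fluorescence within five deviations of library mean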;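 note: RGS4 expression induced by doxycycline in cells with stable M3 receptor; B-score is computed from the integrated fluorescence ratio over baseline after carbachol; higher B-score means a larger calcium signal and so more RGS4 inhibition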
Target sequence (P49798 whole entry, looked up): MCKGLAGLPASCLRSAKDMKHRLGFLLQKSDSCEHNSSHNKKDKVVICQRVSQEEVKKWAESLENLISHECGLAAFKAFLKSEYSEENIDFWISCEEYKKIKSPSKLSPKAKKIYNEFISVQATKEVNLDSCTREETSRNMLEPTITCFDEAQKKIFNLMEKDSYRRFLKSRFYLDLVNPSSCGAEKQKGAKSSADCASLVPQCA
Starred values were filed as active, the others as inactive; i = inactive; nt = not tested or not shown.

Results follow in this order: GSK3B inh, RGS4 act, KCNQ1 pot, KCNQ1 block, GSK3A inh, PolyA inh, hERG protect, KCNK9 block, KCNK3 inh, Dyrk1A ADPGlo, RGS4 inh
(1) O=C(O)c1cccc(S(=O)(=O)N(Cc2ccccc2)c2ccccc2)c1
 : 7, i, i, i, 0, i, -17, i, i, -6, i
(2) CC(C)(C)NC(=O)CCc1ncc(C(F)(F)F)cc1Cl
 : -3, i, i, i, 0, i, -4, i, i, -5, i
(3) O=C(N/N=C/c1ccccn1)c1cc(C2CC2)[nH]n1
 : 0, i, i, i, -1, i, -4, i, i, 11, i
(4) O=C(CSc1nnc(Nc2ccccc2F)s1)Nc1cccc(S(=O)(=O)N2CCCCC2)c1
 : 1, i, i, i, -1, i, 1, i, i, -5, i
(5) CCOC(=O)C1CCN(C(=O)COc2ccc(N(C)S(=O)(=O)c3cccs3)cc2)CC1
 : 0, i, i, i, 0, i, -5, i, i, 7, i
(6) COc1ccc(-c2csc(N3CCC(C(N)=O)(N4CCCCC4)CC3)n2)cc1
 : 1, i, i, i, 0, i, -12, i, i, 31, i
(7) CCCCC(CC)C(=O)Nc1ccc(C)c(O)c1 (stereo not given)
 : -7, i, i, i, -4, i, -10, -7.5*, i, 1, i
(8) CCCCOc1nc2ccccc2nc1NS(=O)(=O)c1ccc(F)cc1
 : 2, i, i, i, -1, i, -2, i, i, -6, i
(9) c1cc(-c2noc(CCC3CCCC3)n2)ccn1
 : -3, i, i, i, 1, i, -2, i, i, 1, i
(10) CSc1nc(C(=O)N2CCCC(Nc3ccc(C)c(C)c3)C2)cs1 (stereo not given)
 : 1, i, i, i, -1, i, -7, i, i, nt, i
(11) CCN(CC)C(=O)C(Cc1ccccc1)N1C(=O)c2ccccc2C1=O (stereo not given)
 : -2, i, i, i, -1, i, -4, i, i, -1, i
(12) CC(=O)c1ccc(S(=O)(=O)N(C)CCCC(=O)N(C)Cc2c(F)cccc2Cl)cc1
 : 1, i, i, i, -2, i, -8, i, i, 0, i
(13) O=c1ccc(C(F)(F)F)cn1Cc1cc(=O)n2ccsc2n1
 : 2, i, i, i, 8, i, 0, i, i, nt, i
(14) CC(=O)NC(CC(=O)NCc1ccncc1)c1ccccc1 (stereo not given)
 : 0, i, i, i, 3, i, -10, i, i, -1, i
(15) Cc1ccc(-n2nc3c(=O)n(C(C)C(=O)NCCc4cccs4)nc(C)c3c2C)cc1 (stereo not given)
 : 1, i, i, i, 1, i, -13, i, i, 9, i
(16) CC(C)Cn1c(N)c(C(=O)COC(=O)C2=COCCO2)c(=O)n(C)c1=O
 : -1, i, i, i, -2, i, -4, i, i, 0, i
(17) CC1(C)CN=C(N2CCN(c3ncnc4sc5c(c34)CCCC5)CC2)S1
 : 1, i, i, i, nt, i, -12, i, nt, nt, i
(18) Cc1cccc(-c2nc(=S)c3c(n2Cc2ccco2)CCCC3)c1
 : -4, i, i, i, nt, i, -10, i, i, -9, i
(19) CCCCN(C)C(=O)c1cc2cc3cc(OC)ccc3nc2o1
 : 2, i, i, i, 0, i, -11, i, i, 4, i
(20) CCC(C#CCN1CCOCC1)(CC)OCCC#N
 : -2, i, i, i, -2, nt, -6, i, i, -5, i

New compounds follow.
Results follow in this order: GSK3B inh, RGS4 act, KCNQ1 pot, KCNQ1 block, GSK3A inh, PolyA inh, hERG protect, KCNK9 block, KCNK3 inh, Dyrk1A ADPGlo, RGS4 inh
(21) COc1ccc(OC)c(CCNC(=O)CCn2ccc3cc(S(=O)(=O)N4CCCC4)ccc32)c1
 : 0, i, i, i, -1, i, -9, i, i, -1, i
(22) COc1ccc(N2C3=C(C(=O)CC(C)(C)C3)C(c3cnn(C)c3)C3=C2CC(C)(C)CC3=O)cc1
 : 1, i, i, i, 7, i, -6, i, i, 5, i
(23) COc1ccc(S(=O)(=O)N2CCc3ccccc32)cc1NC(C)=O
 : 0, i, i, i, -5, i, -10, i, i, -2, i
(24) O=C(c1ccccc1Br)N1CCc2c([nH]c3ccccc23)C1
 : 2, i, i, i, -1, i, -13, i, i, 4, i
(25) c1ccc(SCCc2ccncc2)cc1
 : 4, i, i, i, 2, i, -7, i, i, -1, i
(26) CCc1nc(SCC(=O)Nc2ccc(F)cc2F)c2c(=O)n(C)c(=O)n(C)c2n1
 : -4, i, i, i, 1, i, -5, i, i, 3, i
(27) OC1(c2ccc(Cl)cc2)CCN(Cc2c[nH]c3ccccc23)CC1
 : -2, i, i, i, -1, i, -10, i, i, -1, i
(28) O=C(CCN1C(=O)C2CC=CCC2C1=O)Nc1nccs1 (stereo not given)
 : 2, i, i, i, 0, i, -4, i, i, -4, i
(29) O=C1CCCN1C(=O)COc1ccccc1[N+](=O)[O-]
 : 2, i, i, i, -3, i, -10, i, i, 7, i
(30) O=C(NCCN1C(=O)S/C(=C\c2ccc(Cl)c(Cl)c2)C1=O)c1ccc2c(c1)C(=O)N(Cc1ccncc1)C2=O
 : 3, i, i, i, 1, i, -16, i, i, -2, i
(31) Cc1sc2nc(C(C)C)oc(=O)c2c1C
 : 3, i, i, i, -2, i, -6, i, i, -4, i
(32) O=C(CSc1nc2c(c(C(F)(F)F)n1)CCc1ccccc1-2)NCc1ccccc1
 : -2, i, i, i, 1, i, -6, i, i, 0, i
(33) CCOC(=O)C1CCN(C/C=C/c2ccccc2OC)CC1
 : 3, i, i, i, -6, i, -7, i, i, -1, i
(34) O=C(CSCc1cccc(Br)c1)NC1CC1
 : 5, i, i, i, 0, i, -6, i, i, -7, i
(35) CC(=O)Nc1cc(-c2nn(C)c(=O)c3ccccc23)ccc1N1CCOCC1
 : 1, i, i, i, 0, i, -15, i, i, -6, i
(36) COc1ccc(Cc2nnc(SCC(=O)Nc3cc(Cl)ccc3C)[nH]c2=O)cc1
 : 3, i, i, i, -10, i, -14, i, i, 2, i
(37) COc1ccc(C(=O)c2ccc(-c3ccc(OC)cc3)nc2)cc1
 : -2, i, i, i, nt, i, -5, i, i, 7, i
(38) COCCNC(=O)C(C)OC(=O)c1nsc(Cl)c1Cl (stereo not given)
 : -3, i, i, i, 0, i, -13, i, i, -4, i
(39) O=C(CN1CCN(c2ccccn2)CC1)Nc1ccc(OC(F)(F)F)cc1
 : -4, i, i, i, -2, i, -5, i, i, -6, i
(40) CCN1CCN(CC(=O)c2c[nH]c3ccc(C)cc23)CC1
 : -1, i, i, i, -2, i, -11, i, i, 1, i

Next part
Results follow in this order: GSK3B inh, RGS4 act, KCNQ1 pot, KCNQ1 block, GSK3A inh, PolyA inh, hERG protect, KCNK9 block, KCNK3 inh, Dyrk1A ADPGlo, RGS4 inh
(41) Cc1cnc(NC(=O)c2c(-c3ccccc3)noc2C)s1
 : -1, i, i, i, 0, i, -11, i, i, 0, i
(42) CC(Oc1ccc(Cl)cc1)C(=O)/C=C/N(C)C (stereo not given)
 : -3, i, i, i, -3, i, -7, i, i, -5, i
(43) O=C(Nc1nccs1)c1ccc(N2C(=O)[C@@H]3[C@H](C2=O)[C@H]2C=C[C@@H]3C2)cc1
 : 1, i, i, i, 0, i, -12, i, i, 10, i
(44) COC(=O)c1sccc1NC(=O)c1ccco1
 : 2, i, i, i, 3, i, -6, i, i, 0, i
(45) O=C(Nc1cc(Cl)ccc1-n1cncn1)c1cncc(Br)c1
 : 3, i, i, i, 1, i, -11, i, i, 7, i
(46) COC(=O)c1ccc(COc2ccccc2/C=N/NS(=O)(=O)c2ccc(C)cc2)cc1
 : 2, i, i, i, 0, i, -10, i, i, 0, i
(47) Cn1c(=O)c(=O)n(C)c2cc(S(=O)(=O)Nc3ccc4c(c3)OCCO4)ccc21
 : 1, i, i, i, -2, i, -13, i, i, -9, i
(48) COC(=O)c1c(N)sc2c1CCN(c1ncc(C(F)(F)F)cc1Cl)C2
 : 3, i, i, i, 4, i, -4, -9.4*, i, 11, i
(49) CCOC(=O)N1CCN(CC(O)COc2c(C)cccc2C)CC1 (stereo not given)
 : -3, i, i, i, -3, i, -13, i, i, -10, i
(50) O=C(CSc1ccc2c(c1)OCCO2)Nc1cccnc1Cl
 : -2, i, i, i, 0, i, -17, i, i, 6, i
(51) O=C(c1ccco1)N1CCN(C23CC4CC(CC(C4)C2)C3)CC1
 : 0, i, i, i, -1, i, -2, i, i, -4, i
(52) CS(=O)(=O)c1ccc(C(=O)NCC2(N3CCCCC3)CCCCC2)cc1
 : 2, i, i, i, 5, i, -4, i, i, -3, i
(53) Cc1ccc(NC(=O)c2sc3nc(C)nc(N4CCN(c5ccccn5)CC4)c3c2C)c(C)c1
 : 1, i, i, 8*, 0, i, -13, i, i, 0, i
(54) CSc1ccc(-c2nc(CSCC(=O)NCCCN3CCOCC3)c(C)o2)cc1
 : 0, i, i, i, -3, i, -14, i, i, -3, i
(55) FC(F)(F)c1ccc(-c2csc(-c3ccno3)n2)cc1
 : -1, i, i, i, -2, nt, -3, i, i, nt, i
(56) COC(=O)c1ccc(CSCc2ccc(C#N)cc2)cc1
 : 3, i, i, i, -1, i, -7, i, nt, nt, i
(57) COC(=O)NC(=S)Nc1ccc(Oc2ccc(Cl)cc2Cl)c(Cl)c1
 : 1, -7.8*, 16*, i, 0, i, -3, i, i, 3, i
(58) Cc1cc(N2C(=O)C3CC=CC(C)C3C2=O)no1 (stereo not given)
 : -1, i, i, i, -1, i, -1, i, i, -3, i
(59) CC1Oc2ccccc2N(CC(=O)NCc2ccccc2)C1=O (stereo not given)
 : 0, i, i, i, 1, i, -12, i, i, -1, i
(60) CCOC(=O)c1c(C)[nH]c(C(=O)N2CCN(CC)CC2)c1C
 : 2, i, i, i, -2, i, -8, i, i, -3, i
(61) O=C(C1CCCN(c2ncnc3c2nc2n3CCCCC2)C1)N1CCN(c2cccc(Cl)c2)CC1 (stereo not given)
 : 1, i, i, i, -2, i, -11, i, i, nt, i
(62) O=C(Cc1cccs1)N=Nc1c(O)[nH]c2ccc(Br)cc12
 : -2, i, i, i, 8, i, 3, i, i, 2, i

An excerpt; the hit share may differ from the screen's.
